miR122 inh – miR-122 inhibition in Huh7 cells; Huh7 miR-122 Renilla luciferase sensor, 48 h; neutral wells = 0, positive control = 100; activation (reporter increase), % at 12.5 µM; 340,000 compounds, 0.3% hits; AID 602342;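 active = mean replicate activation score at least 90 and every replicate individually at or above 90; inconclusive = only one of the two criteria met; inactive = neither criterion met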;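 note: higher luciferase means less miR-122 activity so hits act as miR-122 inhibitors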
CASP6 VEID inh – inhibitors of human caspase-6; P55212; purified caspase-6, Z-VEID-R110 cleavage fluorescence; inhibition, % at 12.5 µM; 350,000 compounds, 0.53% hits; AID 686996;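 active = mean inhibition across replicates at least about 35%, with every replicate also reaching that limit, limit read from the data; inconclusive = only one of the two criteria met; inactive = neither criterion met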;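 note: 0% = median of neutral control wells and 100% = no fluorescence left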
Target sequence (P55212 24-179 limits assumed): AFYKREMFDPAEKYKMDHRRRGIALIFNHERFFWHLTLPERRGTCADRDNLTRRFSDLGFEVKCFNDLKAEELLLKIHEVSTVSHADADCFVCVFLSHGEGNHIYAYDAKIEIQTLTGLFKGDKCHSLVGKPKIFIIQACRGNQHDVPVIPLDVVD
Target sequence (P55212 194-293 limits assumed): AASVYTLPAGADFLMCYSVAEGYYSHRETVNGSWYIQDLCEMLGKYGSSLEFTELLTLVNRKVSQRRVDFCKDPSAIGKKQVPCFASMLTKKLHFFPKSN
FN deposition inh – fibronectin deposition inhibition; inhibition, % at 12.6 µM; AH1F fibroblasts, Alexa488-fibronectin deposition fluorescence, overnight; 350,000 compounds, 0.086% hits;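 active = mean inhibition across replicates of 30% or more, regardless of how many single replicates reach that level; inconclusive = mean under 30% yet at least half of replicates reach 30%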;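 note: positive control wells lacked labelled fibronectin entirely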
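Measured by – fluorescence 485/525 nm · System – AH1F fibroblast monolayer, labelled fibronectin deposition · Amount – 10000 cells per well · Buffer or medium – serum-reduced DMEM (2% serum) · Doses – single dose, pinned · Also added – fluorescent fibronectin at 24 nM final · Schedule – 1 h cell attachment, overnight exposure to compound and label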
LGR2 antag – inhibitors of bursicon-induced Drosophila LGR2 receptor cAMP signaling; 380,000 compounds, 0.35% hits; HEK293 LGR2, CRE-luciferase, bursicon-stimulated, 4 h; inhibition, % at 9.99 µM;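 active = drop in luminescence signal, shown as inhibition above about 50% in the replicate tests, limit read from the data, passing the limit was not always enough; inconclusive = probably only some replicates passing the limit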;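 note: agonist challenge used bursicon conditioned medium at about half maximal strength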
PGC1a acetyl inh – modulators of PGC1a acetylation. inhibition, % at 15.6 µM. 350,000 compounds, 0.17% hits. U2OS PGC1a acetylation, AlphaScreen anti-acetyl-lysine; with virally co-expressed GCN5 acetyltransferase. AID 651687;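 active = every replicate shows inhibition of at least 40%; inconclusive = mean inhibition at least 40% but some replicate below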;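 note: 0% = neutral control wells and 100% = positive control wells; some results beyond the cut were filed as inactive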
EWS-Fli block – blocks EWS/Fli oncoprotein-driven transcription. 350,000 compounds, 0.67% hits. inhibition, % at 12.6 µM. AID 651661. A673 NR0B1-luciferase reporter, viability-normalised;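 active = mean inhibition of at least 50% after viability correction, with every replicate also passing that limit; inconclusive = mean reaches 50% but only one of two replicates passes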;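 note: firefly luciferase signal divided by Alamar Blue viability fluorescence both relative to DMSO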
Cneo AK release – Cryptococcus neoformans lysis via adenylate kinase release; 360,000 compounds, 0.2% hits; C. neoformans lysis, adenylate kinase release luminescence, 4 h; normalised: neutral wells 0, clomiphene wells 100; lysis activity, % at 15 µM;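 active = mean lysis activity across replicates of at least 80%, whatever share of replicates individually reach that level; inactive = mean lysis activity below 80%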
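Assay system: Cryptococcus neoformans yeast cells / Dosing: single-point compound dose / Timing: 4 h at 37 °C static, read 1 h later / Measured by: luminescence of released adenylate kinase using an AK detection reagent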
PAX8 reporter – PAX8 transcriptional activity inhibition; 360,000 compounds, 1.2% hits; AID 652154; inhibition, % at 12.6 µM; RMG-I TPO-luciferase reporter, SteadyGlo, 24 h;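 active = mean replicate inhibition at least 60% with every replicate also reaching 60%; inconclusive = only one of the two criteria is met; inactive = mean below 60% and not all replicates reaching 60%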;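 note: luciferase light reporting Pax8 driven TPO promoter activity; plate controls were median of neutral control wells for no effect and mitoxantrone controls for full effect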
The depositor's hits bear a star; ? = inconclusive; / = no result given; & = joins results of further samples; [ ] = another dose, or the depositor's remark.

The first five entries as a preview:
molecule,miR122 inh,CASP6 VEID inh,FN deposition inh,LGR2 antag,PGC1a acetyl inh,EWS-Fli block,Cneo AK release,PAX8 reporter
C[C@H]1CCCCO[C@H](CN(C)C(=O)Nc2cccc3ccccc23)[C@@H](C)CN([C@@H](C)CO)C(=O)c2cc(NC(=O)CCCN(C)C)ccc2O1,-6[16.7 µM],-1,/,8,-7,-3,3,-14
COc1cc(NC(=O)C2CCCN2S(=O)(=O)c2ccc3c(c2)CCC(=O)N3)cc(OC)c1 (configuration not stated),-3,3,-2,-7,-3,-13,0,5
CC1(C)CC2CC(C)(CN2C(=O)COC(=O)c2ccc(NC(=O)CC#N)cc2)C1 (configuration not stated),2,2,1,26,-2,-4,1,3
CC(C)CC#Cc1ccc([C@H]2[C@H]3CN(C(=O)Nc4cc(F)ccc4F)CC(=O)N3[C@H]2CO)cc1,/,0,10,8,-1,1,/,29
O=C(COc1ccccc1[N+](=O)[O-])Nc1ccc(N2CCN(C(=O)c3cccs3)CC2)cc1,/,/,/,75*,2,-8,/,7

All compounds of this part, from the start:
molecule,miR122 inh,CASP6 VEID inh,FN deposition inh,LGR2 antag,PGC1a acetyl inh,EWS-Fli block,Cneo AK release,PAX8 reporter
C[C@H]1CCCCO[C@H](CN(C)C(=O)Nc2cccc3ccccc23)[C@@H](C)CN([C@@H](C)CO)C(=O)c2cc(NC(=O)CCCN(C)C)ccc2O1,-6[16.7 µM],-1,/,8,-7,-3,3,-14
COc1cc(NC(=O)C2CCCN2S(=O)(=O)c2ccc3c(c2)CCC(=O)N3)cc(OC)c1 (configuration not stated),-3,3,-2,-7,-3,-13,0,5
CC1(C)CC2CC(C)(CN2C(=O)COC(=O)c2ccc(NC(=O)CC#N)cc2)C1 (configuration not stated),2,2,1,26,-2,-4,1,3
CC(C)CC#Cc1ccc([C@H]2[C@H]3CN(C(=O)Nc4cc(F)ccc4F)CC(=O)N3[C@H]2CO)cc1,/,0,10,8,-1,1,/,29
O=C(COc1ccccc1[N+](=O)[O-])Nc1ccc(N2CCN(C(=O)c3cccs3)CC2)cc1,/,/,/,75*,2,-8,/,7
Cc1ccc(S(=O)(=O)N2CCOCC2)cc1C(=O)NCCc1ccc(Cl)cc1,-13,1,2,-16,1,3,/,/
CN(C)S(=O)(=O)c1ccc(C(=O)Nc2ccc3ncccc3c2)cc1,-7,0,2,-27,11,-71,-2,-44
CC[C@@H](NCCCn1ccc(NC(=O)OCc2ccccc2)nc1=O)c1ccccc1,5,1,-3,-24,/,-1,0,-2
CCC1C(=O)NCCN1Cc1nc(-c2ccc(C)s2)oc1C (configuration not stated),1,5,0,21,8,9,2,-9
CCOC(=O)[C@]12CCCC=C1N(Cc1ccc(Cl)cc1Cl)C(=O)[C@H](CC(=O)NCc1cccc3ccccc13)C2,/,1,-1,5,/,8,/,3

Continuation.
molecule,miR122 inh,CASP6 VEID inh,FN deposition inh,LGR2 antag,PGC1a acetyl inh,EWS-Fli block,Cneo AK release,PAX8 reporter
Cc1ccc(Oc2ccc(C(=O)NC3CCSC3=O)cn2)cc1 (configuration not stated),-4,/,/,-2,3,/,4,/
O=C(O)C1=C[C@@H](C2CC2)C[C@@H](OCc2ccc(CO)cc2)O1,5,4,7,1,1,-4,0,-13
CC(C)N(C(=O)COC(=O)c1ccc(Cl)c(S(N)(=O)=O)c1)C(C)C,/,-1,-6,-34,/,-2,/,-25
Cc1cc(OC(=O)c2ccc(Cl)cc2)cc(=O)n1C,1,/,/,?,-1,/,0,/
CCO/N=C1\C(=O)N(c2ccccc2)c2ccccc21,/,-5,-2,5,-1,-7,/,0
Cc1ccc(Nc2nc(C(=O)N3CCC(C(=O)N4CCN(C)CC4)CC3)cs2)cc1,-2,/,8,/,-13,/,7,-34
COc1cc(CN2CCC(C(=O)NC(c3ccc(-c4ccccc4)cc3)c3cnccn3)CC2)cc(OC)c1 (configuration not stated),-6,-4,0,9,-18,11,5,40
COc1ccc(NC(=O)Nc2ccc3c(c2)CC(=O)N([C@@H](C)CO)C[C@H](C)[C@@H](CN(C)Cc2ccc4c(c2)OCO4)O3)cc1,9[16.7 µM],3,/,12,-1,0,43,/
O=C1NNC(c2ccccc2)=N/C1=C\c1ccccc1,/,5,-7,/,-11,16,/,-30
Cc1cc(C)n2cc(CSc3ccccn3)nc2n1,/,-3,4,7,/,2,/,27

Next part:
molecule,miR122 inh,CASP6 VEID inh,FN deposition inh,LGR2 antag,PGC1a acetyl inh,EWS-Fli block,Cneo AK release,PAX8 reporter
Cc1ccc(S(=O)(=O)Nc2ccc3c(c2)CC(=O)N([C@@H](C)CO)C[C@H](C)[C@@H](CN(C)Cc2ccc(C(F)(F)F)cc2)O3)cc1,-4[16.7 µM],/,/,-3,0,0,/,-5
COc1ccc(NC(=O)C2CCN(S(=O)(=O)c3ccc(Br)s3)CC2)cc1OC,5,/,0,-4,-5,/,-1,4
Cc1sc2ncnc(SCC(=O)N3CCN(C(=O)c4ccco4)CC3)c2c1C,-5,/,/,4,-10,5,-1,/
COc1ccc(NC(C)=O)cc1S(=O)(=O)Nc1ccc2c(c1)OCCO2,/,-2,-9,4,/,-15,/,37
COc1ccc(N=C2SCC(=O)N2CCc2ccc(OC)c(OC)c2)cc1,/,0,-1,/,/,2,/,-18
CSc1nc(NCCCO)c2c3c(sc2n1)CN(C)CC3,/,-1,2,-8,3,-11,/,-9
Cc1ccc(Nc2ccncc2S(N)(=O)=O)cc1,-2,-1,-1,47,-8,11,11,3
Cc1cc(=O)[nH]c(SCC(=O)c2ccc3c(c2)NC(=O)CO3)n1,2,3,5,-4,10,5,/,-7
CCN(C(=O)COC(=O)c1ccccc1NCCO)C1CCS(=O)(=O)C1 (configuration not stated),-10,3,-5,5,/,-4,/,-4
C[C@@H]1CN([C@H](C)CO)S(=O)(=O)c2ccc(-c3cccc(F)c3)cc2O[C@H]1CN(C)C(=O)Nc1cc(F)ccc1F,-1[16.7 µM],2,/,17,-8,7,-2,/

Next section.
molecule,miR122 inh,CASP6 VEID inh,FN deposition inh,LGR2 antag,PGC1a acetyl inh,EWS-Fli block,Cneo AK release,PAX8 reporter
CCCn1c(N)c(N(CCOC)C(=O)c2ccc([N+](=O)[O-])c(C)c2)c(=O)[nH]c1=O,-14,3,20,7,7,11,-1,-3
O=c1[nH]c(=O)n(CCOc2ccc(Cl)cc2)cc1Br,-2,/,/,-16,-7,/,-2,/
C#CCOC(=O)CCCC(=O)Nc1ccccc1OC,-2,/,0,/,0,/,-11,-2
Cc1ccc(N(C(=O)c2csnn2)C(C(=O)NC2CCCCC2)c2cccnc2)cc1C (configuration not stated),3,/,0,-6,13,-4,2,15
COc1ccc(/C(N)=N/OC(=O)CCC2CCCC2)cc1,/,4,5,-32,/,/,-2,/
CC(=O)CSc1nnc(-c2ccco2)n1-c1ccccc1,-3,3,2,-1,/,6,2,11
CCCOc1ccc(CNC(=O)c2ccc3c(c2)N(CC)CCS3)cc1,8,-2,-2,1,-12,5,0,-1
CCC(=O)N1C[C@H](C)[C@H](OC)CN(C)C(=O)c2ccc(NC(=O)c3cc(C)on3)cc2OC[C@@H]1C,-5[16.7 µM],/,-6,2,-6,8,-3,7
CON(C)C(=O)/C=C/c1ccc([B-](F)(F)F)cc1,-4,2,13,-49,12,-31,3,-118
CN(C)C(=O)c1cn(-c2ccccc2)nc1-c1cccs1,-5,/,1,/,-3,/,1,2

Other structures:
molecule,miR122 inh,CASP6 VEID inh,FN deposition inh,LGR2 antag,PGC1a acetyl inh,EWS-Fli block,Cneo AK release,PAX8 reporter
COc1ccc(-c2cc(C(=O)Nc3c(F)cc(F)cc3Br)no2)cc1,/,1,/,2,/,-39,-1,-21
O=C(CN1CCN(c2ccccn2)CC1)Nc1ccc([N+](=O)[O-])cc1C(=O)Nc1ccccc1F,-6,1,9,11,1,14,-3,38
COc1cc2c(cc1OC)/C(=C/C(=O)c1cccc([N+](=O)[O-])c1)NCC2,/,3,17,-7,-1,8,0,16
Fc1ccccc1Cc1noc(CN2CCN(c3ccc(Cl)cn3)CC2)n1,-2,-2,-12,-14,19,27,-5,10
Cc1ccc(CNC(=O)CSCc2ccccc2)cc1,/,-2,-15,-48,12,4,1,-4
NC(=O)Cn1cc(/C=N/NC(=O)c2ccc(Cn3cc(Cl)cn3)o2)c(-c2ccccc2)n1,5,-2,1,2,/,-7,-1,6
CCN(CC)CCNC(=O)C1CCCCN1S(=O)(=O)c1cccc([N+](=O)[O-])c1 (configuration not stated),-8,-5,-1,-7,-1,-12,1,15
CN(C)CCCC(C)(O)C(C)(C)c1ccccc1 (configuration not stated),4,/,/,0,-8,/,3,/
O=S(=O)(NC[C@@H]1[C@@H](c2ccccc2)[C@@H](CO)N1CC1CC1)c1ccccc1,36[16.7 µM],-4,-7,-4,3,-4,0,-1
O=C(C1CCOCC1)N1C[C@H]2[C@@H](c3ccccc31)[C@@H](CO)N2Cc1ccccc1Cl,20[16.7 µM],-3,/,11,-13,5,100*,-9

(more compounds)
molecule,miR122 inh,CASP6 VEID inh,FN deposition inh,LGR2 antag,PGC1a acetyl inh,EWS-Fli block,Cneo AK release,PAX8 reporter
Clc1ccc2nc(-c3ccc(Cl)nc3)[nH]c2c1,/,3,7,-81,/,-217,4,-147
CC1CCCN(S(=O)(=O)c2ccc(NC(=O)CN3CCCCC3)cc2)C1 (configuration not stated),10,-2,1,1,12,16,-1,21
CNC[C@@H]1Oc2ccc(NS(=O)(=O)c3ccc(C)cc3)cc2C(=O)N([C@H](C)CO)C[C@@H]1C,2[16.7 µM],-2,/,-5,3,0,1,6
O=C(NC1CC1)C1=C[C@H](c2c[nH]c3ccccc23)C[C@H](OCc2ccc(CO)cc2)O1,5,14,2,18,0,-2,-1,12
O=C(NCc1ccccc1)C1=C[C@H](c2ccc(C(F)(F)F)cc2)C[C@H](OCc2ccc(CO)cc2)O1,5,-2,-8,-12,4,-6&-5,-2&33,-29&1
C[C@H](CO)N1C[C@H](C)[C@H](CN(C)Cc2ccc(C(F)(F)F)cc2)Oc2ccc(NS(=O)(=O)c3ccc(Cl)cc3)cc2CC1=O,5[16.7 µM],2,/,-8,0,59*,-5,4
O=C(O)C[C@H]1c2ccccc2S(=O)(=O)N1C1CCCCC1,/,0,-17,-14,/,-6,2,-4
C#CCOCCOCCOCCNc1nc(N2CCN(C(=O)[C@H](CCCN=C(N)N)n3cc(C(N)[C@@H](C)CC)nn3)CC2)nc(N2CCN(C(=O)[C@H](CCCCN)n3cc([C@@H](N)[C@H](C)CC)nn3)CC2)n1 (some centres not stated),-3,/,3,-2,/,-15,10,2
CCCc1nc2oc3c(NCCOCCO)ncnc3c2c2c1COC(C)(C)C2,-17,/,12,/,-6,/,1,/
O=C(NCc1ccccc1F)C(=O)NCC1OCCCN1S(=O)(=O)c1cccs1 (configuration not stated),3,-5,0,-10,3,1,1,/

Source: PubChem (Broad Institute)
